AT treatment: potential ataxia-telangiectasia treatments restoring KAP-1 phosphorylation; […] A-T fibroblasts, KAP-1 phosphorylation AlphaLISA; neocarzinostatin DNA damage 30 min before lysis; Potency, µM (doses to about 57.5 µM), inactives show at the top dose activation, actives largely listed as activators; 0.19% of 320,000 active; note: potency is the fitted concentration of half-maximal effect; % of control where 0% means no effect; nearly all actives have a fitted effect of over 45% in size
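ATM-like activity read as KAP-1 phosphorylation via AlphaLISA donor/acceptor antibody pairs after lysis and 6 hr at 25C. Cells were ATM-null patient fibroblasts ([…], hTERT), dosed 60 min, then exposed to the DSB inducer NCS for 30 min.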
Integrin act MD: integrin-mediated muscular dystrophy alleviation activation; alpha7betagal myoblasts, beta-gal FDG fluorescence, 48 h; Potency, µM (highest dose often 38.3 µM), for inactives: at the top dose activation, actives largely listed as activators; 0.064% of 350,000 active;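 note: potency is the fitted concentration of half-maximal effect; 100% = response of the positive control SU9516; nearly all actives have a fitted effect of over 60% in size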
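alpha7betagal+/- myoblasts (passage 13, 250/well) treated 48 h at 37C with compounds at 1:260 dilution of DMSO stock. Lysed, then beta-galactosidase activity read as FDG fluorescence (ex 480/em 540) after 30 min, with pre-read for autofluorescence.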
Mito fusion yeast: inhibitors of mitochondrial division or activators of mitochondrial fusion | S. cerevisiae fusion-defective mutant growth rescue, CellTiterGlo 48 h | Potency, µM (doses to about 46.1 µM), inactives show at the top dose growth rescue (activation), actives largely listed as activators | 0.23% of 320,000 active;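 note: potency is the fitted concentration of half-maximal effect; % of control where 0% means no effect; nearly all actives have a fitted effect of over 45% in size; temperature-sensitive fusion mutants such as fzo1-1 at 37 °C on non-fermentable ethanol glycerol medium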
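Compounds are tested for their ability to restore growth of mitochondrial fusion-defective yeast strains at non-permissive 37C in YPEG medium over 48 hours. Viability is quantified by luciferase luminescence.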
PTAP TSG101 blk: blocks PTAP/TSG101 interaction to inhibit HIV-1 budding; Fluorescence polarization, FITC-PTAP peptide / Tsg101 binding; Potency, µM (series often up to 115 µM), for inactives: top-dose activity change, negative = inhibition, actives largely listed as inhibitors; 340,000 tested, under 10 active; active = well fitted inhibition curve with a large enough effect in the main read-out, with a control signal flat, not every such curve was filed as active; inconclusive = small, poorly fitted or top-dose-only effect, or effect the other way, or a change in a side signal; inactive = no such curve, though single readings can be large or run the other way; note: potency is the fitted concentration of half-maximal effect; % of control where 0% means no effect
Target sequence (Q99816 whole entry, looked up): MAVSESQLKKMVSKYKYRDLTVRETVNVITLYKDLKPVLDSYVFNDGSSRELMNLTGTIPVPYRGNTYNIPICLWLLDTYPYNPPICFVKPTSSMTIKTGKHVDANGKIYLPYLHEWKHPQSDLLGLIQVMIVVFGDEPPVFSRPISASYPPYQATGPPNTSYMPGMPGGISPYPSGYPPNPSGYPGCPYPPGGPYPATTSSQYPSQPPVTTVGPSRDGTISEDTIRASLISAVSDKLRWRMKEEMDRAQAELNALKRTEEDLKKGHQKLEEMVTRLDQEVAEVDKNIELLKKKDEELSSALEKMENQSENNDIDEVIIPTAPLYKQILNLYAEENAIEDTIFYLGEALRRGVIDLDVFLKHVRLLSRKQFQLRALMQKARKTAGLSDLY
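Steps: Tsg101 binding domain dispensed (10 uM final), compounds pinned in DMSO, FITC-labeled PTAP-motif peptide added (50 nM final); after 20 min binding at room temperature, polarization measured.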
Menin MLL FP TR: inhibitors of human menin-MLL interaction, mutant MLL peptide. O00255. Menin + Texas Red MLL mutant peptide, fluorescence polarization. Potency, µM (series often up to 61.6 µM), for inactives: top-dose FP activity change, negative = inhibition, hits mostly inhibitors. 0.23% of 270,000 active. AID 1768; active = well fitted inhibition curve with a large enough effect in the polarisation, with a control signal flat, not every such curve was filed as active; inconclusive = small, poorly fitted or top-dose-only effect, or effect the other way, or a change in a side signal; inactive = no such curve, though single readings can be large or run the other way; the % refers to the polarisation; note: potency is the fitted concentration of half-maximal effect; % of control where 0% means no effect; many of its hits are not listed in these tables
S-ASM inh: human S-ASM enzyme inhibition. Potency, µM (top dose mostly 57.5 µM), without a hit: at the highest dose activity change, negative = inhibition, hits mostly inhibitors. placental ASM, HMU-PC fluorogenic substrate, 60 min. 0.006% of 340,000 active. P17405; note: potency is the fitted concentration of half-maximal effect
Target sequence (P17405 47-631 limits assumed): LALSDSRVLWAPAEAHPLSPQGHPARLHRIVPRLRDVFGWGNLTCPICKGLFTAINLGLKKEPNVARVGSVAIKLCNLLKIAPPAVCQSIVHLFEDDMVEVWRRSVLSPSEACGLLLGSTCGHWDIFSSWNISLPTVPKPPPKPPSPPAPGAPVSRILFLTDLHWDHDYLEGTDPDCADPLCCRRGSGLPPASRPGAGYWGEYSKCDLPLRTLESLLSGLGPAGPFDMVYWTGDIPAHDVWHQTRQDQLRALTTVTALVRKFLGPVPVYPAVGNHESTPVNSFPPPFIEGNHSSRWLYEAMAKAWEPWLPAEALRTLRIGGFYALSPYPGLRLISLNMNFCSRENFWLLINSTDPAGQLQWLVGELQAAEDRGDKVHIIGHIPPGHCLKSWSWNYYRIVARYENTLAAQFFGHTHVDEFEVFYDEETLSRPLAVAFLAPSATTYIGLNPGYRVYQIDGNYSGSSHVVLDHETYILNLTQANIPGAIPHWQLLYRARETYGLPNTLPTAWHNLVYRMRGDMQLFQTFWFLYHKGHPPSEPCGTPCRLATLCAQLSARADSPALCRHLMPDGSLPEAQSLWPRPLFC
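HMU-PC0 cleavage (9 uM final) by human placental ASM, 60 min at 37 °C following 10 min compound exposure at RT; stopped at pH 10, fluorescence Ex 386/Em 447 nm.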
MBNL1 CUG block: blocks human MBNL1 binding to CUG repeat RNA. Q9NR56. TR-FRET MBNL1-His/biotin-(CUG)12 binding, 665/545 ratio. Potency, µM (series often up to 57.5 µM), inactives show at the highest dose activity change, negative = inhibition, actives largely listed as inhibitors. 0.036% of 280,000 active; active = well fitted inhibition curve with a large enough effect in the signal ratio, with a control signal flat, not every such curve was filed as active; inconclusive = small, poorly fitted or top-dose-only effect, or effect the other way, or a change in a side signal; inactive = no such curve, though single readings can be large or run the other way; the % refers to the signal ratio; note: potency is the fitted concentration of half-maximal effect; % is set by controls: 0 for no effect and ±100 for the full control effect
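TR-FRET readout: Ex 340 nm, 665/545 nm emission ratio, normalized to buffer-only (basal) and MBNL1-(CUG)12 controls. Complex of MBNL1-His with Biotin-(CUG)12, compounds 92 nM–58 uM, incubated 60 min at room temperature.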
TSHR antagonist: blocks TSH signaling through the human TSH receptor; TSHR-expressing cells, TSH-stimulated cAMP HTRF, 2 h; stronger effect = lower value; activity change, negative = inhibition, % at 11.5 µM; 0.2% of 330,000 active; AID 504810;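 active = activity change below a set negative limit, meaning inhibition stronger than a set level, cut at about -70% in these data; inconclusive = activity change between two set negative limits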; note: % is set by controls: 0 for no effect and ±100 for the full control effect
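Competitive HTRF cAMP read-out (cryptate anti-cAMP antibody, cAMP-d2; 30 min, room temperature) in freshly harvested TSHR cells. Compounds added before TSH at EC80 (4nM final), followed by 2 hours' incubation at 37 deg C.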
TCR act: activates T cell receptor signaling; primary human leukocytes, anti-CD3, IL-2 HTRF, 48 h; Potency, µM (doses to about 9.22 µM), for the others: at the top dose activation of IL-2 secretion, most hits filed as activators; 330,000 tested, under 10 active; note: % of control where 0% means no effect
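Compounds are tested in HTS on primary human leukocytes co-incubated with a-CD3 beads for 48 hr. IL-2 output is measured by time-resolved FRET.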
CXXC DNA block: MLL CXXC-DNA interaction inhibition; MLL-CXXC / FITC-HOXA9 DNA fluorescence polarization; Potency, µM (series often up to 115 µM), for inactives: at the top dose activity change, negative = inhibition, usual class: inhibitors; 0.037% of 290,000 active; AID 2662; active = well fitted inhibition curve with a large enough effect in the polarisation, with a control signal flat, not every such curve was filed as active; inconclusive = small, poorly fitted or top-dose-only effect, or effect the other way, or a change in a side signal; inactive = no such curve, though single readings can be large or run the other way; the % refers to the polarisation; note: potency is the fitted concentration of half-maximal effect
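Fluorescence polarization: 7 uM MLL-CXXC (stock) preincubated 5 min with compounds, then 50 nM fluorescein-HOX-A9 DNA (stock) added; 30 min ambient. Buffer 50 mM Tris-HCl pH 7.5, 50 mM NaCl, 1 mM DTT, 0.05% BSA.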
An asterisk follows results filed as active; u = inconclusive; x = no result given; [ ] = dose if it differs, or a comment. Unless noted, calls come from the whole dose curve; as a rule, active = well fitted curve in the direction sought with a large enough effect; inconclusive = small, poorly fitted or top-dose-only effect, or another doubt; inactive = no such curve, though single readings can be large; an effect the other way counts as inactive or inconclusive. An excerpt. The share of hits here may be higher or lower than overall.

SMILES | AT treatment | Integrin act MD | Mito fusion yeast | PTAP TSG101 blk | Menin MLL FP TR | S-ASM inh | MBNL1 CUG block | TSHR antagonist | TCR act | CXXC DNA block
CC(C)C1CC(c2ccccc2)(C(CN)CO)CCO1 (centres undefined) | 4.2% | -35.3% | -5.0% | 1.0% | -6.1% | 6.0% | 1.3% | -8.7 | -1.0% | -0.2%
O=C(CSc1nnc(-c2ccccc2)o1)NC1CCCC1 | 2.4% | -11.5% | 6.7% | 0.9% | x | 2.4% | x | -0.4 | -1.4% | x
O=C(Nc1ccccc1)c1ccc(N2CCN(c3ccccn3)CC2)c(S(=O)(=O)N2CCOCC2)c1 | 1.9% | -5.4% | 22.0% | -2.4% | 12.8% | -3.3% | 46.4%[activator] | -14.6 | 5.9% | 4.7%
CCC(C)(C)n1nnnc1C(c1cccc(C#N)c1)N1CCN(c2cc(C)ccc2C)CC1 (centres undefined) | -1.1% | 42.5% | 1.9% | -1.2% | 0.4% | 2.7% | -1.9% | -0.3 | -4.8% | 7.8%
Clc1ccccc1-c1nc(N/N=C/c2cccnc2)c2ccccc2n1 | -4.4% | 32.0% | -0.8% | -3.6% | -16.3% | 8.3% | 5.5% | 14.3 | -9.3% | 16.1%
CC1(C)SC(=S)N(/N=C/c2ccccc2O)C1N(O)C(=O)Nc1ccccc1 (centres undefined) | -7.6% | -4.6% | 4.0% | -5.3% | x | -10.9% | -1.6% | -1.7 | -6.5% | -7.2%
CC(NC(=O)C1CCC(CNc2c(N3CCCCC3)c(=O)c2=O)CC1)c1ccccc1 (centres undefined) | 1.1% | -20.9% | 1.0% | -3.3% | x | 9.6% | -2.0% | -2.4 | 2.1% | -6.9%
c1ccc(Nc2c3c(nc4ccccc24)CCC3)cc1 | 6.0% | -32.3% | 0.9% | 0.7% | -14.9% | -2.0% | -3.8% | -6.6 | 0.0% | u
COc1cccc(CNC(=O)C(C)n2ccc3cc(S(=O)(=O)N4CCCCCC4)ccc32)c1 (centres undefined) | 3.2% | 9.7% | 11.8% | -0.4% | 19.0% | -1.8% | 17.3% | -0.7 | -0.6% | 8.8%
CN(C)S(=O)(=O)c1cc(C(=O)NCC2CCCO2)c(Cl)cc1Cl (centres undefined) | -4.1% | -11.1% | -1.2% | -3.5% | -3.5% | 2.2% | -4.3% | 2.3 | x | -3.6%
COc1ccccc1Cc1nc(-c2ccncc2)no1 | -1.8% | -17.3% | 6.5% | -0.2% | 7.5% | 6.7% | 4.6% | 3.1 | 4.7% | -2.9%
CCOc1cc(CC(=O)N[C@@H](CC(C)C)c2ccccc2N2CCCCC2)ccc1C(=O)O | x | x | 2.1% | 0.8% | 5.8% | -3.2% | -10.4% | 3.6 | 5.0% | 8.8%
O=C(Nc1ccc(NS(=O)(=O)c2ccccc2)c(Cl)c1)c1ccccc1 | x | 28.9% | x | -3.0% | x | u | x | x | 1.2% | x
CCc1nnc(NC(=O)CSc2nnc(C)c(=O)n2N)s1 | 6.5% | 25.0% | 0.8% | -3.0% | x | 5.3% | 3.3% | -8.6 | 5.7% | -11.8%
COc1ccc(CNC(=O)CCNC(=O)c2ccco2)cc1OC | -3.7% | 3.3% | 0.5% | -1.3% | x | -1.4% | x | 21.0 | 3.5% | x
CC1=NN(Cc2ccccc2)C(=O)C1C(c1ccc(Cl)cc1)C(C#N)C#N (centres undefined) | 6.2% | -5.5% | -3.8% | 0.0% | 17.8% | -3.8% | x | -6.5 | 7.4%[46.1 µM] | -5.3%
Cc1cc(C(F)(F)F)nn1CCCNC(=O)c1cnccn1 | -2.5% | 8.8% | -3.2% | x | 9.9% | 0.8% | -2.0% | 4.8 | x | 0.0%
CCCOc1ccc(CCC(=O)N/N=C/c2ccco2)cc1 | 2.4% | -8.3% | 7.7% | -3.3% | x | -2.7% | x | 4.2 | 0.2% | 3.0%
Cc1ccc(-n2nc(C(=O)O)c(C)c(C#N)c2=O)cc1Cl | -2.8% | -21.4% | -0.2% | -3.4% | 21.4% | 11.2% | u | 17.1 | -6.7% | -4.4%
COc1ccc(CNCC(=O)Nc2cc(C)nn2-c2nc(C)cc(C)n2)cc1OC | u | 4.8% | -1.4% | -4.8% | x | 5.7% | -11.0% | 5.2 | 13.0% | 26.8%
CCn1c(=S)[nH]c2scc(-c3cccs3)c2c1=O | -3.1% | u | 23.9% | 0.8% | u | -2.1% | 109.2%[activator] | -7.6 | 12.2% | -20.2%
COc1ccc(N2C(=O)CC(Sc3nc(C)c4c(n3)CCCC4)C2=O)cc1 (centres undefined) | -1.3% | -12.1% | -12.0% | -4.4% | -0.9% | -0.8% | 3.5% | 6.8 | -1.1% | -8.8%
CCCCNC(=O)COC(=O)c1cc(C)nc2ccccc12 | 8.0% | 1.3% | -4.4% | 0.8% | -0.9% | -0.8% | 26.1% | -8.2 | -1.5% | 11.0%
CCCNc1nc(NCC)nc(OC)n1 | 4.9% | -9.2% | 0.2% | 0.7% | -29.5% | 2.4% | 3.0% | 2.0 | 1.6% | 4.3%
Cc1cc(C)c(S(=O)(=O)NCC(c2ccco2)N2CCc3ccccc3C2)c(C)c1 (centres undefined) | 2.6% | -37.0% | 20.6% | -0.9% | x | -4.5% | x | 15.0 | 1.0% | x
Cc1ccc(Nc2nnc(SC3CCOC3=O)s2)c(C)c1 (centres undefined) | 0.5% | 19.4% | -6.8% | -2.2% | -15.8% | -3.9% | 1.8% | -2.3 | -1.4%[46.1 µM] | 10.0%
CC1Sc2ccc(S(=O)(=O)N3CCN(c4ccccc4)CC3)cc2NC1=O (centres undefined) | 5.5% | -5.5% | 5.2% | -3.3% | x | -4.7% | 2.1% | -1.3 | 6.4% | 15.4%
CCOC(=O)CSc1nc2sc3c(c2c(=O)n1-c1ccc(OCC)cc1)CCN(C)C3 | -2.2% | -7.5% | -12.2% | -2.7% | u | 0.0% | u | -3.0 | 8.0% | 1.7%
CCCCCCCCC1=NCCc2c1[nH]c1ccccc21 | u | -69.1%[inhibitor] | -22.5% | -2.4% | u | 17.2% | 1.7% | 2.4 | -4.4% | 68.9%[activator]
CCCn1cc(CN2CCN(Cc3ccc(C)o3)C(CCO)C2)c(C)n1 (centres undefined) | 1.7% | -32.9% | -0.7% | -0.1% | 3.3% | -1.1% | -11.8% | 5.7 | 2.8% | -5.9%
O=C(NC(=S)Nc1ccccc1Cl)c1cncc(Br)c1 | 3.8% | -3.4% | -13.9% | 1.1% | -29.2% | -0.4% | -4.4% | 2.0 | x | -2.2%
CC(NS(=O)(=O)c1ccc2c(c1)CC(C)N2C(=O)C1CC1)c1ccccc1 (centres undefined) | 7.4% | 0.0% | -0.7% | -8.1% | 0.8% | 1.6% | -4.4% | -3.8 | -20.7% | -3.7%
CC(=O)c1c(C)[nH]c(C(=O)Nc2cccc(S(=O)(=O)N3CCCCC3)c2)c1C | -4.0% | 0.0% | -1.5% | -3.2% | x | -16.9% | x | -20.1 | 5.5% | x
Cc1cccc(NC(=O)c2nc[nH]c2C(=O)NCCCNC(=O)c2[nH]cnc2C(=O)Nc2cccc(C)c2)c1 | -0.5% | 11.5% | x | x | x | -6.3% | x | 1.8 | 2.7% | x
O=C(Cc1ccc(F)cc1)N/N=C/c1ccc2c(c1)OCO2 | -0.6% | 13.2% | -1.1% | -0.6% | -13.7% | -0.9% | 1.9% | -9.8 | -8.0% | -0.1%
C[C@]12C[C@H](O)[C@@H]3c4ccc(O)cc4CCC3[C@@H]1CCC2=O (some centres undefined) | -7.6% | -14.3% | 3.2% | -0.6% | x | 2.4% | -5.6% | 0.5 | -4.3% | -7.7%
Cn1c(CNc2ccc(Cl)cc2)nnc1SCC#N | 0.8%[11.5 µM] | 20.1% | -3.2% | -3.3% | 4.3% | -1.5% | -6.7% | -12.0 | 1.5% | -1.6%
O=C(Cn1cnc2c(cnn2-c2ccc(Cl)cc2)c1=O)NC1CCCCC1 | 7.9% | 26.8% | -3.5% | -1.4% | -1.9% | 2.5% | 0.4% | -1.7 | 3.4% | 11.5%

Reprinted at random: 2 records from the list.
SMILES | AT treatment | Integrin act MD | Mito fusion yeast | PTAP TSG101 blk | Menin MLL FP TR | S-ASM inh | MBNL1 CUG block | TSHR antagonist | TCR act | CXXC DNA block
COc1ccc(CNCC(=O)Nc2cc(C)nn2-c2nc(C)cc(C)n2)cc1OC | u | 4.8% | -1.4% | -4.8% | x | 5.7% | -11.0% | 5.2 | 13.0% | 26.8%
CN(C)S(=O)(=O)c1cc(C(=O)NCC2CCCO2)c(Cl)cc1Cl (centres undefined) | -4.1% | -11.1% | -1.2% | -3.5% | -3.5% | 2.2% | -4.3% | 2.3 | x | -3.6%

Assay outcomes (PubChem)
